# Bioassay records as filed in PubChem.
# Casp6 inh = human caspase-6 inhibitors, primary screen, biochemical, VEID-R110 fluorescence, single point, set 2. inhibition, % at 12.5 µM. 350,000 tested, 0.53% active. purified caspase-6, Z-VEID-R110 cleavage fluorescence;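 active means mean inhibition across replicates at least about 35%, with every replicate also reaching that limit, limit read from the data; inconclusive means only one of the two criteria met; inactive means neither criterion met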;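 further: 0% = median of neutral control wells and 100% = no fluorescence left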
# Target sequence (P55212 24-179 limits assumed): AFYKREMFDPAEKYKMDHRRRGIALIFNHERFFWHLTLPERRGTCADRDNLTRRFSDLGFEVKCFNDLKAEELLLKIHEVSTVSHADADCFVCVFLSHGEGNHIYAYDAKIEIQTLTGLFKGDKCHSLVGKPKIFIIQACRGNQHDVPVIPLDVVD
# Target sequence (P55212 194-293 limits assumed): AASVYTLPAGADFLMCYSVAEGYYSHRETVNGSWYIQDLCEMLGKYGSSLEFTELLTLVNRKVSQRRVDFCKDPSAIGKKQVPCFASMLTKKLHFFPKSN
# SIRT5 block = SIRT5 desuccinylase inhibitors, primary screen, biochemical, fluorescence imaging, single point, set 5; NAD-dependent protein deacylase sirtuin-5, mitochondrial (Homo sapiens), Q9NXA8; 330,000 tested, 1.1% active; Purified SirT5, succinyl-peptide AMC, trypsin-coupled fluorescence; inhibition, % at 15 µM; in the data active means inhibition above about 15%; inconclusive means no clear call, values can overlap the other calls
# Target sequence (Q9NXA8 whole entry, looked up): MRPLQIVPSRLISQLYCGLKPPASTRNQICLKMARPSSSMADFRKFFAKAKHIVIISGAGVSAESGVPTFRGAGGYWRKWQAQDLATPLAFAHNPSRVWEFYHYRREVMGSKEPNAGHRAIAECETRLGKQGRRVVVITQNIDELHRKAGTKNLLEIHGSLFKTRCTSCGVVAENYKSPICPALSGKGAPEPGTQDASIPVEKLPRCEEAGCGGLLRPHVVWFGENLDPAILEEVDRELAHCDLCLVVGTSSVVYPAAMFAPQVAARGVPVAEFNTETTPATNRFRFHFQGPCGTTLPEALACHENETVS
# EWS-Fli block = EWS/Fli-driven NR0B1 reporter inhibitors, primary screen, A673 cells, NR0B1 luciferase, luminescence, MLPCN library. 350,000 tested, 0.67% active. AID 651661, 2012. inhibition, % at 12.6 µM. viability-normalised;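 active means mean inhibition of at least 50% after viability correction, with every replicate also passing that limit; inconclusive means mean reaches 50% but only one of two replicates passes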;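 further: firefly luciferase signal divided by Alamar Blue viability fluorescence both relative to DMSO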
# PAX8 inh HTS = inhibitors of PAX8-driven TPO luciferase reporter, primary screen, RMG-I cells, single concentration | AID 652154, 2013 | inhibition, % at 12.6 µM | SteadyGlo, 24 h | 360,000 tested, 1.2% active;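 active means mean replicate inhibition at least 60% with every replicate also reaching 60%; inconclusive means only one of the two criteria is met; inactive means mean below 60% and not all replicates reaching 60%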;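 further: luciferase light reporting Pax8 driven TPO promoter activity; plate controls were median of neutral control wells for no effect and mitoxantrone controls for full effect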
# LGR2 inh = inhibitors of bursicon-induced LGR2 CRE-luciferase signal, primary screen, cell-based, HEK293, CRE-luciferase reporter, bursicon stimulation; Drosophila bursicon receptor LGR2 (rickets); bursicon-stimulated, 4 h; inhibition, % at 9.99 µM; 380,000 tested, 0.35% active; AID 720647, 2013;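 active means drop in luminescence signal, shown as inhibition above about 50% in the replicate tests, limit read from the data, passing the limit was not always enough; inconclusive means probably only some replicates passing the limit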;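 further: agonist challenge used bursicon conditioned medium at about half maximal strength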
# ARNT-TACC3 inh = disruptors of ARNT/TACC3 protein interaction, primary screen, biochemical, AlphaScreen, single concentration | inhibition, % at 9.99 µM | AID 623870, 2012 | 390,000 tested, 0.66% active | Transforming acidic coiled-coil-containing protein 3 (Homo sapiens), Q9Y6A5 | AlphaScreen His-ARNT PAS-B/GST-TACC3 binding, luminescence; TACC3 fragment carries E629A point mutation;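 active means mean inhibition of replicates at least 50% and at least half of replicates each reaching 50%; inconclusive means half or more replicates reach 50% but mean below 50%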;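 further: 0% = complete ARNT plus TACC3 wells and 100% = ARNT alone without TACC3; many hits fall short of the cut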
# DENV2 CPE rescue = inhibitors of DENV2 cytopathic effect, primary screen, cell-based, plate reader, single concentration; DENV2-infected cells, cytopathic effect rescue; CPE inhibition, % at 9.99 µM; 350,000 tested, 1.7% active; AID 651640, 2012; in the data active means CPE inhibition above about 20%, passing the limit was not always enough; inconclusive means no clear call, values can overlap the other calls; tested in BHK-21 cells;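 further: 0% = median of neutral control wells and 100% = median of positive control wells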
# * hit, by the source's call; ? = inconclusive; . = not tested or not shown.
SMILES,Casp6 inh,SIRT5 block,EWS-Fli block,PAX8 inh HTS,LGR2 inh,ARNT-TACC3 inh,DENV2 CPE rescue
C[C@@H]1CN([C@@H](C)CO)C(=O)c2cc(NC(=O)Nc3ccc(C(F)(F)F)cc3)ccc2O[C@H]1CN(C)C(=O)Nc1cccc2ccccc12,.,.,0,10,2,-23,-3
C[C@H](CO)N1C[C@H](C)[C@H](CN(C)C(=O)Cc2cccnc2)Oc2ncc(C#CC3(O)CCCC3)cc2C1=O,1,-2,11,-21,4,-14,-1
CC(C)(C)n1nnnc1C(c1ccccc1)N1CCN(C/C=C/c2ccccc2)CC1 (stereo not given),-1,3,-5,-4,-9,.,3
O=C(C1CCC1)N1CCCCN2[C@H](C1)[C@H](c1ccc(C#CC3CCCC3)cc1)[C@@H]2CO,1,12,4,18,.,7,-6
CCC1Sc2ccccc2N(CC(=O)NCCC(C)C)C1=O (stereo not given),6,-1,-2,.,1,-4,-2
CCOc1ccc(NC(=O)C(=O)NCc2ccncc2)cc1,-2,-6,1,15,-2,-17,3
O=C(C[C@H]1C[C@H]2c3cc(NC(=O)NC4CCCC4)ccc3O[C@H]2[C@@H](CO)O1)NCCN1CCCCC1,-2,-3,-6,-21,2,4,13
Cc1ccc2c(NC(=O)c3ccco3)cccc2n1,1,-2,3,-40,-1,0,0
COc1ccc(NC(=O)c2ccc(OC)c(S(=O)(=O)N3CCCCC3C)c2)cn1 (stereo not given),4,-1,-3,1,12,18,.
COc1ccccc1CNC(=O)CCCNC(=O)c1ccc(Cl)cc1,-1,-5,0,1,-7,4,?
COCC(=O)N1CC(=O)N2[C@H](CO)[C@@H](c3ccc(C#Cc4cccc(OC)c4)cc3)[C@@H]2C1,-3,-1,-8,.,2,.,-1
CC(C)NC(=O)N[C@H]1C=C[C@H](CC(=O)NC2Cc3ccccc3C2)O[C@@H]1CO,-1,-2,.,.,-6,0,7
COc1ccc(NC(=S)/N=C(\N)Nc2nc(C)c3ccc(C)cc3n2)cc1,-1,-5,12,18,-2,-4,1
O=C(C[C@H]1CC[C@@H](NS(=O)(=O)c2ccc(F)cc2)[C@H](CO)O1)NCc1ccccc1F,4,-4,0,.,2,.,-2
Cc1cc(N2CCOCC2)ccc1/C=C1\NC(=O)N(CC(=O)Nc2ccc(F)cc2)C1=O,-1,-2,-56,-35,-2,.,-1
CN(C)NC(=S)Nc1ccc(Cl)cc1,-3,-5,-9,.,-8,-6,.
O=C1NC[C@@H](CCCCN2C[C@H](Cc3ccc(O)cc3)N(CCC3CCCCC3)C(=O)C2=O)N(CC2CCCCC2)C1=O,32,8,-4,-8,2,.,-4
CO[C@@H]1CN(C)C(=O)c2cc(NC(=O)Nc3ccc(F)cc3)ccc2OC[C@@H](C)N(C(=O)c2cnccn2)C[C@H]1C,0,5,9,.,-10,-4,-6
Oc1cccc(Nc2nc(N3CCOCC3)nc(N3CCOCC3)n2)c1,0,0,-8,35,9,6,-3
O=C(Nc1ccc(F)c(Cl)c1)c1csc([C@H]2C[C@H](O)[C@@H](CO)O2)n1,-3,-4,-82,-93,-55,.,-8
O=C(NCC[C@@H]1CC[C@@H](NS(=O)(=O)Cc2ccccc2)[C@@H](CO)O1)C1CCCCC1,-2,1,10,-6,-15,1,1
COCC#Cc1cnc2c(c1)C(=O)N([C@H](C)CO)C[C@@H](C)[C@@H](CN(C)Cc1ccccc1)O2,-2,-2,-4,.,17,-4,8
CS(=O)(=O)CCC(C(=O)OCC(=O)c1ccc(Cl)cc1)N1C(=O)c2ccccc2C1=O (stereo not given),-2,-7,-5,29,9,-1,2
COc1cc(OC)c(NS(=O)(=O)c2coc(C(N)=O)c2)cc1Cl,1,-9,-4,6,1,.,-6
Cc1nnc(SCC(=O)c2ccccc2)n1Cc1ccccc1,.,.,.,7,16,-10,.

# Overlap with the part before: 2 entries; new compounds follow.
SMILES,Casp6 inh,SIRT5 block,EWS-Fli block,PAX8 inh HTS,LGR2 inh,ARNT-TACC3 inh,DENV2 CPE rescue
COc1cc(OC)c(NS(=O)(=O)c2coc(C(N)=O)c2)cc1Cl,1,-9,-4,6,1,.,-6
Cc1nnc(SCC(=O)c2ccccc2)n1Cc1ccccc1,.,.,.,7,16,-10,.
COc1ccc(S(=O)(=O)Nc2cccc3c2O[C@H](CN(C)C(=O)NC2CCCCC2)[C@H](C)CN([C@@H](C)CO)C3=O)cc1,-1,6,-15,.,-3,0,6
COc1ccc(CN(C)C[C@H]2Oc3c(NC(=O)C4CC4)cccc3C(=O)N([C@@H](C)CO)C[C@H]2C)cc1,-1,-2,-5,.,-1,-6,11
COc1ccc(CN2C(=O)C(C)Nc3ncnc(N4CCN(c5ccccn5)CC4)c32)cc1 (stereo not given),7,.,1,16,13,1,4
O=C(NCCC(=O)N1CCN(C(=O)c2ccco2)CC1)c1ccc(Br)cc1,-2,-3,0,18,-3,21,-3
CCCc1cc2c(OC(=O)CC)c(-c3ccc(C(=O)OCC)o3)c(=O)oc2cc1OC,.,.,1,-16,7,-7,.
CCSc1nnc(NC(=O)[C@H](C)NC(=O)c2ccccc2Cl)s1,0,0,-1,-10,0,-4,-2
CCC(=O)Nc1ccc2c(c1)OC[C@@H](C)N(C(=O)COC)C[C@@H](C)[C@@H](OC)CN(C)C2=O,1,6,1,-7,0,-1,-8
C[C@@H]1CCCCO[C@H](CN(C)CC2CCCCC2)[C@H](C)CN([C@@H](C)CO)C(=O)c2cc(NS(=O)(=O)c3ccc(F)cc3)ccc2O1,4,14,67*,38,15,0,-9
COc1ccccc1CNC(=O)C[C@@H]1C[C@@H]2c3cc(NC(=O)c4ccc5c(c4)OCO5)ccc3O[C@@H]2[C@H](CO)O1,0,3,-1,0,3,-2,4
O=C(CSCc1ccccc1Br)Nc1ccccc1,-3,0,-26,-7,-8,-5,13
C[C@H]1CCCCO[C@H](CN(C)S(=O)(=O)c2cn(C)cn2)[C@@H](C)CN([C@@H](C)CO)C(=O)c2cc(NC(=O)CCCN(C)C)ccc2O1,-1,-4,-4,-4,-6,3,-7
CC(C)N(Cc1nc(-c2ccccc2)no1)C(=O)COc1ccccc1,-1,-2,3,14,-8,-5,-1
CC(C)[C@@H](C)NC(=O)N(C)C[C@@H]1OCc2ccccc2-c2c(n(C)c3ccccc23)C(=O)N([C@@H](C)CO)C[C@@H]1C,-1,19*,-6,.,14,7,12
O=S(=O)(Nc1nc2ccccc2nc1OCC(F)(F)F)c1cccs1,-5,-3,-7,24,-1,-4,1
Cc1nccc(-c2ccc3c(c2)OCO3)n1,3,.,-10,0,-14,-5,.
C[C@H]1CNCCN1c1ccc(N2CCS(=O)(=O)CC2)c(C#N)c1,-88,.,-9,-1,-4,.,-8
O=C(C[C@@H]1CC[C@H](NC(=O)C2CCC2)[C@H](CO)O1)NCCCN1CCOCC1,1,-1,-5,-10,-7,-5,-2
O=C(/C=C/c1cccnc1)/C=C/c1cccnc1,3,-5,73*,92*,15,-1,-5
C=C(C)CNC(=S)Nc1ccc(S(=O)(=O)Nc2cnc3ccccc3n2)cc1,3,.,3,-10,11,-3,-1
CCCCN1CCC(=O)NC1=O,-2,3,-1,-5,-21,0,-9
Cc1ccc(NC(=O)[C@H](Cc2ccccc2)NC(=O)CC[C@H]2O[C@@H](n3ccc(=O)[nH]c3=O)[C@H](O)[C@@H]2O)cc1C,-1,-1,-8,-6,6,.,-10
Cc1noc(C)c1S(=O)(=O)Nc1ccc2c(c1)CC(=O)N([C@H](C)CO)C[C@@H](C)[C@@H](CN(C)S(=O)(=O)c1ccc(Cl)cc1)O2,-2,3,1,0,-21,.,9
CCOC(=O)N1CCN(C(=O)C[C@@H]2C[C@@]3(C(=O)OCC)CCC=C3N(CCC3=CCCCC3)C2=O)CC1,2,1,-2,-1,-4,.,-21
CCS(=O)(=O)Nc1ccc2c(c1)C(=O)N(C)C[C@H](OC)[C@@H](C)CN[C@H](C)CO2,3,0,.,.,10,.,20
CCOC(=O)c1ccc(S(=O)(=O)NNC(=O)COc2ccc(C)cc2)cc1,-1,0,-22,18,8,-11,-1

# More structures follow.
SMILES,Casp6 inh,SIRT5 block,EWS-Fli block,PAX8 inh HTS,LGR2 inh,ARNT-TACC3 inh,DENV2 CPE rescue
NC(=O)c1ccc(NC(=O)COc2coc(CN3CCc4ccccc4C3)cc2=O)cc1,2,-3,2,8,5,4,-5
COCC(=O)N(C)C[C@@H]1Oc2ncc(-c3ccc(C#N)cc3)cc2C(=O)N([C@@H](C)CO)C[C@@H]1C,-8,12,0,-3,7,-3,-4
C=CCn1c(=S)[nH]c2cc(C(=O)N3CCN(c4ccccc4OC)CC3)ccc2c1=O,8,2,2,42,10,.,-11
S=c1[nH]nc(-c2cccnc2)n1/N=C/c1ccco1,-1,2,-16,-15,30,0,.
CCN1CCN(c2ccc([N+](=O)[O-])c(Sc3nc4ccccc4[nH]3)c2)CC1,-4,4,17,43,8,7,0
NS(=O)(=O)c1ccc(N=Cc2c(O)n(-c3nccs3)c(=O)c3ccccc23)cc1,1,-5,-2,-2,-8,5,3
CCCc1cc(=O)oc2c(C)c(OC3CCCCC3=O)ccc12 (stereo not given),0,-2,-4,15,-1,-12,26*
Cn1c(=O)n(C)c2cc([N+](=O)[O-])c(N3CCN(C(=O)c4cccc(Cl)c4)CC3)cc21,.,.,.,11,4,9,.
O=C(/C=C/c1ccco1)Nc1ccc2nn(-c3ccccc3)nc2c1,1,-2,12,-26,-3,6,-14
Cc1ccc(C(=O)NNC(=O)c2ccc(SCC3CCCO3)c([N+](=O)[O-])c2)cc1 (stereo not given),-3,2,5,.,-7,4,0
COc1ccc(C(=O)[C@H]2[C@H]3C(=O)N(c4ccc(OC(C)=O)cc4)C(=O)[C@H]3C3C=CC=NN32)cc1 (stereo not given in full),4,1,2,9,0,22,-1
CCS(=O)(=O)N1CC(=O)N2[C@H](CO)[C@H](c3ccc(C4=CCCC4)cc3)[C@@H]2C1,0,-6,2,-4,-22,.,9
O=C(NC1Cc2ccccc2C1)[C@H]1[C@H](CO)[C@H]2Cn3c(cccc3=O)[C@H]2N1C(=O)C1CC1,-1,2,4,.,-2,-9,-6
COc1ccc2c3c([nH]c2c1)[C@@H](CO)N(C(=O)C1CCCC1)CC31CCN(Cc2nccs2)CC1,-1,2,11,-20,7,.,2
CC(C)NC(=O)Nc1ccc2c(c1)C(=O)N([C@H](C)CO)C[C@@H](C)[C@@H](CN(C)Cc1ccccc1)O2,0,-2,0,0,-9,-3,-6
CN(C(=O)c1ccc(NC(=O)Cc2cccc(NC(=O)C3CCN(C(=O)C4CC4)CC3)c2)cc1)C1CCCC1,.,.,4,4,.,2,3
CCOC(=O)c1c(NC(=O)CN2C(=O)c3ccccc3C2=O)sc(Cc2ccc3c(c2)OCO3)c1C,-3,-1,-2,0,0,-6,0
O=S(=O)(NC1CCCCC1Oc1ccccc1)c1ccc(Cl)cc1 (stereo not given),1,-1,6,11,.,-1,.
COc1cc(C(=O)Nc2c(C(=O)O)[nH]c3ccc(Br)cc23)cc(OC)c1OC,6,-6,7,2,0,13,8
O=[N+]([O-])c1ccc2c(c1)ncn2-c1ccccc1,.,.,.,-9,-8,-5,.
C[C@H](CO)N1C[C@H](C)[C@H](CN(C)C(=O)NC2CCCCC2)Oc2ncc(-c3ccc(F)cc3)cc2C1=O,3,-2,12,.,-2,-9,8
COc1ccc(C(C)(O)c2nc(-c3ccc(N(C)C)cc3)cs2)cc1 (stereo not given),0,0,-8,-35,-14,.,-8
Cc1cc(-c2ccc(C)c(S(=O)(=O)NC(C)Cc3ccco3)c2)on1 (stereo not given),1,-1,.,-10,19,-14,-5
